# Screens (PubChem BioAssay)
# HT29 cell growth-1 = HT29 colon tumor cell growth inhibition, primary screen, imaging, high content imaging, 48 h, CellTiter-Glo (AID 771) | HT29 cell growth, HCS imaging cell count, 48 h; hits give high values | growth inhibition, % at 10 µM | 3,300 tested, 2% active;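 active means growth inhibition above 90%, meaning viable cell count by imaging cut by more than 90% versus vehicle controls; inactive means growth inhibition below 90%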;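 further: percent fewer viable cells counted by imaging than vehicle controls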
# AID364 = cytotoxicity toward Jurkat T cells, primary screen, cell-based, Jurkat E6.1, NIH starter set (AID 364) | Jurkat E6.1 viability, ATP luminescence, 48 h; higher % means a stronger effect | inhibition, % at 4 µM, or CC50 in µM where a hit was titrated | 3,300 tested, 2% active;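 active means concentration giving half-maximal inhibition at or below 20 micromolar; inactive means half-maximal concentration above 20 micromolar, or not dose tested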;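 further: 100% = cells treated with 4 µM doxorubicin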
# HT29 cell growth-2 = HT29 colon tumor cell growth inhibition, primary screen, imaging, high content imaging, 24 h, CellTiter-Glo (AID 770) | HT29 cell number by imaging, 24 h; hits give high values | 3,300 tested, under 10 active | growth inhibition, % at 10 µM;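 active means growth inhibition above 90% in viable cell count at a single dose; inactive means growth inhibition below 90%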
# AID772 = HT29 colon tumor cell growth inhibition, primary screen, imaging, high content imaging, 72 h, CellTiter-Glo (AID 772); HT29 cell growth, HCS imaging cell count, 72 h; hits give high values; growth inhibition, % at 10 µM; 3,300 tested, 0.6% active;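 active means growth inhibition above 90%, meaning viable cell count cut by more than 90% versus vehicle controls; inactive means growth inhibition below 90%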
# A549 proliferation = A549 NSCLC cell proliferation inhibitors – ATP luminescence, human non-small cell lung line, primary screen (AID 371). A549 growth inhibition, ATP luminescence; hits give high values. growth inhibition, % at 10 µM. 3,300 tested, 8.4% active;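 active means mean growth inhibition over the two runs of 50% or more; inactive means mean growth inhibition under 50%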;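 further: compound exposure lasted 72 h before the ATP read; 0% = untreated cell signal and 100% = no luminescence left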
# HT29 cell growth-2 condensed nuclei = also measured in HT29 cell growth-2; calls as there; condensed nuclei, %; measured here: percent cells with condensed nuclei;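 share of cells whose nuclear area falls below control median minus 1.5 SD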
# HT29 cell growth-2 ATP viability = further read-out of HT29 cell growth-2, marked with its call; growth inhibition, %; measured here: ATP CellTiter-Glo viability
# HT29 cell growth-1 condensed nuclei = further read-out of HT29 cell growth-1, marked with its call; condensed nuclei, %; measured here: percent cells with condensed nuclei;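 condensed means Hoechst nuclear area under control median minus 1.5 SD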
# HT29 cell growth-1 ATP viability = second read-out of HT29 cell growth-1, no call of its own (marks repeat the call); growth inhibition, %; measured here: ATP CellTiter-Glo viability inhibition
# AID772 condensed nuclei = also measured in AID772; calls as there; condensed nuclei, %; measured here: percent cells with condensed nuclei;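 condensed means nuclear area below control median minus 1.5 SD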
# AID772 second = second read-out of AID772, no call of its own (marks repeat the call); growth inhibition, %; measured here: ATP CellTiter-Glo viability
# Starred values were filed as active, the others as inactive; / = not tested or not shown. Not all compounds are listed; the hit share may differ from the screen's.
# Start of the data: the first six records, ahead of the listing:
SMILES,HT29 cell growth-1,HT29 cell growth-1 condensed nuclei,HT29 cell growth-1 ATP viability,AID364,HT29 cell growth-2,HT29 cell growth-2 condensed nuclei,HT29 cell growth-2 ATP viability,AID772,AID772 condensed nuclei,AID772 second,A549 proliferation
COc1ccc(C2/C(=C(\O)c3ccc4c(c3)OCCO4)C(=O)C(=O)N2CCCN(C)C)cc1 (stereo unspecified),47.2,4.6,9.3,4.0%,26.4,2.7,-3.2,1.2,13.6,-9.6,-19.3
COc1ccc(/C(O)=C2\C(=O)C(=O)N(CCN(C)C)C2c2cccc(OC)c2OC)cc1Cl (stereo unspecified),-15.3,1.6,-32.3,-3.4%,-20.1,2.1,-7.3,15.8,4.3,-14.1,-5.0
COc1ccc(C(=O)N2CCC(N3CCN(c4ccccc4)CC3)CC2)cc1OC,-3.0,3.2,-17.0,8.3%,2.0,4.2,-7.6,4.3,1.8,-0.9,4.2
CCC(c1c(C)n(C)n(-c2ccccc2)c1=O)c1c(C)n(C)n(-c2ccccc2)c1=O,10.4,1.3,-10.1,5.8%,-20.8,3.9,-23.4,-21.9,5.3,-33.5,-6.7
COc1ccc(C(=O)NCC(=O)n2nc(C)cc2C)cc1OC,11.5,1.5,-13.1,-2.2%,30.3,4.0,-8.8,-4.8,5.7,-5.9,3.2
CCOC(=O)C(C)Oc1ccc2c(C)cc(=O)oc2c1C(C)=O (stereo unspecified),42.2,4.8,0.1,-2.3%,6.4,4.0,4.6,53.2,10.6,-9.0,-7.4

# Main list, previewed entries included:
SMILES,HT29 cell growth-1,HT29 cell growth-1 condensed nuclei,HT29 cell growth-1 ATP viability,AID364,HT29 cell growth-2,HT29 cell growth-2 condensed nuclei,HT29 cell growth-2 ATP viability,AID772,AID772 condensed nuclei,AID772 second,A549 proliferation
COc1ccc(C2/C(=C(\O)c3ccc4c(c3)OCCO4)C(=O)C(=O)N2CCCN(C)C)cc1 (stereo unspecified),47.2,4.6,9.3,4.0%,26.4,2.7,-3.2,1.2,13.6,-9.6,-19.3
COc1ccc(/C(O)=C2\C(=O)C(=O)N(CCN(C)C)C2c2cccc(OC)c2OC)cc1Cl (stereo unspecified),-15.3,1.6,-32.3,-3.4%,-20.1,2.1,-7.3,15.8,4.3,-14.1,-5.0
COc1ccc(C(=O)N2CCC(N3CCN(c4ccccc4)CC3)CC2)cc1OC,-3.0,3.2,-17.0,8.3%,2.0,4.2,-7.6,4.3,1.8,-0.9,4.2
CCC(c1c(C)n(C)n(-c2ccccc2)c1=O)c1c(C)n(C)n(-c2ccccc2)c1=O,10.4,1.3,-10.1,5.8%,-20.8,3.9,-23.4,-21.9,5.3,-33.5,-6.7
COc1ccc(C(=O)NCC(=O)n2nc(C)cc2C)cc1OC,11.5,1.5,-13.1,-2.2%,30.3,4.0,-8.8,-4.8,5.7,-5.9,3.2
CCOC(=O)C(C)Oc1ccc2c(C)cc(=O)oc2c1C(C)=O (stereo unspecified),42.2,4.8,0.1,-2.3%,6.4,4.0,4.6,53.2,10.6,-9.0,-7.4
Cc1cc(C(F)(F)F)c(C#N)c(SCC(=O)NC2CC2)n1,11.5,1.5,-14.6,2.3%,4.0,3.7,-4.5,-28.1,1.4,-21.4,5.9
Cc1nc(NCCO)c(C#N)c2c1COC(C)(C)C2,10.1,3.1,3.8,4.1%,5.5,2.2,0.3,-90.6,1.8,-37.3,2.9
CCOC(=O)c1[nH]c2ccc(F)cc2c1N=C(C)N(CC)CC,-6.1,2.1,-22.6,2.4%,19.0,1.4,-5.1,-24.4,3.0,-30.4,8.6
C=CCOc1ccc(/C(O)=C2/C(=O)C(=O)N(CCCN3CCOCC3)C2c2ccc(OC)cc2)cc1 (stereo unspecified),11.7,3.7,-2.2,-3.9%,-35.3,2.4,-9.9,20.9,2.9,-2.2,-3.0
CN(C)C(CN1C(=O)C2CC=CCC2C1=O)c1cn(C)c2ccccc12 (stereo unspecified),6.3,1.4,15.1,-1.7%,19.7,3.9,6.3,57.3,2.2,13.6,-4.2
CCOc1nc(SCCOc2ccc(C)cc2)nc(N(C)C)n1,-8.7,0.6,-38.5,13.0%,-3.0,2.8,-13.9,-22.6,3.5,-13.8,22.1
CCc1nc(NCC2CCCO2)c(C#N)c2c1COC(C)(C)C2 (stereo unspecified),26.2,1.1,-8.4,-7.0%,-13.3,3.6,-21.9,-98.9,1.1,-41.8,16.3
Cc1cc(C)c(C#N)c(OCC(=O)c2ccccc2)n1,33.2,9.0,-8.2,-10.1%,40.3,4.6,4.3,27.8,8.2,-22.8,6.2
CCOC(=O)C(C)Sc1nc(-c2cccs2)ccc1C#N (stereo unspecified),14.4,1.6,-0.1,18.4%,37.3,4.0,18.4,73.7,16.7,28.6,44.4
CCOc1ccccc1N1CCN(c2nc3ccccc3nc2C(C#N)C(=O)OC)CC1 (stereo unspecified),4.1,3.0,1.3,2.2%,-0.3,3.5,4.1,-61.5,1.3,-11.4,12.6
CCOC(=O)NC(O)C(=O)c1cccs1 (stereo unspecified),-57.0,1.4,-6.0,-3.5%,-55.2,1.5,-7.3,6.0,5.5,-17.6,-0.3
Nc1nonc1-c1noc(-c2ccccc2)n1,-16.9,1.4,2.1,-2.6%,23.3,4.9,8.9,22.2,3.0,-23.5,8.3
CCOc1ccc(/C(O)=C2/C(=O)C(=O)N(c3nc(C)c(C)s3)C2c2ccco2)cc1 (stereo unspecified),44.4,2.9,27.2,-2.0%,-42.1,3.0,-10.2,12.2,9.1,4.4,18.5
NC(=O)c1ccccc1OCCOCCOCCOc1ccccc1C(N)=O,47.0,2.5,18.3,-10.0%,5.3,2.7,6.5,5.2,7.3,12.2,4.8
CC(C)c1nc2sc3c(c2c(=O)o1)CCCC3,25.6,3.2,-17.2,-6.9%,27.5,5.0,-4.6,14.1,5.8,-14.6,0.7
CCOC(=O)C1=C(CSc2nc(C)cc(C)c2C#N)OC(N)=C(C#N)C1c1cccs1 (stereo unspecified),-10.3,4.1,-4.0,2.9%,5.8,1.1,-5.8,-60.1,8.2,-19.1,6.8
COc1cccc(C2C(C(=O)c3cccs3)=C(O)C(=O)N2c2cc(C)on2)c1 (stereo unspecified),7.6,5.5,-11.7,-9.6%,5.7,8.2,-15.7,-20.8,2.3,-50.3,-17.1
N#CC1=C(N)N2C(=C(C#N)C1c1ccccc1)Sc1ccccc12 (stereo unspecified),35.4,3.7,10.2,11.5%,57.3,5.8,19.2,47.5,7.1,23.0,-5.4
Cc1cccc(OCC(=O)NCC(=O)n2nc(C)cc2C)c1,-24.0,2.2,-0.7,-2.1%,-5.4,1.8,-1.7,-16.8,6.4,-7.2,1.5

# Compound profiles, as listed above. Order of screens: HT29 cell growth-1 | HT29 cell growth-1 condensed nuclei | HT29 cell growth-1 ATP viability | AID364 | HT29 cell growth-2 | HT29 cell growth-2 condensed nuclei | HT29 cell growth-2 ATP viability | AID772 | AID772 condensed nuclei | AID772 second | A549 proliferation
# CCOC(=O)c1[nH]c2ccc(F)cc2c1N=C(C)N(CC)CC is entered as -6.1 | 2.1 | -22.6 | 2.4% | 19.0 | 1.4 | -5.1 | -24.4 | 3.0 | -30.4 | 8.6
# CC(C)c1nc2sc3c(c2c(=O)o1)CCCC3 is entered as 25.6 | 3.2 | -17.2 | -6.9% | 27.5 | 5.0 | -4.6 | 14.1 | 5.8 | -14.6 | 0.7

# (further entries)
SMILES,HT29 cell growth-1,HT29 cell growth-1 condensed nuclei,HT29 cell growth-1 ATP viability,AID364,HT29 cell growth-2,HT29 cell growth-2 condensed nuclei,HT29 cell growth-2 ATP viability,AID772,AID772 condensed nuclei,AID772 second,A549 proliferation
OC(CCN1CCCCC1)(c1ccccc1)C1CCCCC1 (stereo unspecified),6.8,4.4,/,2.7%,-7.0,4.7,-0.1,20.9,4.8,5.0,2.0
N#Cc1c(N)nc(SCC(=O)NCc2ccc3c(c2)OCO3)c(C#N)c1-c1cccs1,-8.4,3.5,18.9,-0.9%,26.2,2.5,4.9,48.1,6.4,29.0,3.6
Cc1cc2c(C)nc(Cc3ccccc3)nc2o1,-21.4,3.2,-0.7,-5.8%,-9.5,3.7,-11.1,-57.5,2.3,-34.0,1.9
COC(=O)C1=C(C)OC(N)=C(C#N)C1c1ccc(OC)c(OC)c1OC (stereo unspecified),26.2,4.6,6.3,1.2%,23.9,1.9,13.5,15.9,11.6,12.8,-4.1
O=C1CC(NCc2ccncc2)C(=O)N1c1ccc(Cl)cc1 (stereo unspecified),47.2,1.4,0.0,-11.3%,-40.9,4.2,-23.2,55.9,7.1,-6.2,-4.4
O=C(O)c1ccccc1Nc1cccc(C(F)(F)F)c1,1.7,1.1,/,-1.6%,-2.6,5.2,-20.8,-34.7,2.6,-31.8,18.8
CCCCCNc1nc(N2CCCC2)c2c(c1C#N)CCN(C)C2,35.7,5.0,15.7,4.5%,31.2,1.9,13.0,11.1,7.8,7.5,95.5*
CC(=O)c1c(N)nc2n(c1=O)CCCCC2,49.2,5.6,23.7,-5.2%,4.5,3.8,-8.3,46.8,17.3,30.6,-3.0
CC1(C(=O)CSc2nc3ccccc3s2)CCC(=O)O1 (stereo unspecified),43.3,4.2,-12.2,-6.0%,6.1,2.7,1.8,-39.6,3.8,-10.1,3.4
CCOCc1nc(N)[nH]c(=O)c1Cc1ccc(OC(C)C)cc1,50.0,2.4,12.2,4.8%,14.8,2.3,-3.0,23.8,9.8,-0.6,8.5
COc1ccc2nc(/N=C(\N)NC(=O)C(C)(C)C)nc(C)c2c1,57.6,5.5,33.0,12.6%,26.4,5.4,14.6,62.3,15.2,63.6,41.5
CC(=O)C1=C(O)C(=O)N(c2ccc(Br)cn2)C1c1ccccc1F (stereo unspecified),19.4,2.3,-0.4,1.2%,-17.0,2.3,-11.9,40.5,4.8,-21.5,9.8
CCOC(=O)C1=C(N)n2c(s/c(=C\c3ccco3)c2=O)=C(C(=O)OC(C)C)C1c1ccco1 (stereo unspecified),2.5,2.8,-1.6,4.8%,12.2,3.7,3.4,50.0,23.3,-8.3,10.9
O=C1CC(C(=O)O)c2ccccc2N1 (stereo unspecified),56.0,3.4,28.5,-2.6%,10.3,2.7,0.1,-5.3,3.8,-3.1,-0.5
Cc1cccn2c(=O)c3cc(C#N)c(=N)n(Cc4ccncc4)c3nc12,6.8,1.8,-7.1,-1.7%,20.4,5.4,0.7,10.6,5.1,-4.4,7.4
CCN(CC)CC#CCOC(=O)C(O)(c1ccccc1)C1CCCCC1 (stereo unspecified),60.5,9.3,/,6.9%,23.5,2.8,54.1,93.1*,18.4*,92.7*,9.0
COc1ccc2c(c1OC)C(=O)N1c3ccccc3C(=O)N(c3ccc(F)cc3)C21 (stereo unspecified),40.3,0.9,33.4,31.5%,2.7,1.7,19.3,55.4,6.3,53.8,29.6
COc1cccc(-c2nc(N3CCCCC3C)c3ccccc3n2)c1O (stereo unspecified),70.8,6.0,38.0,-2.0%,7.9,5.3,18.2,72.4,21.0,60.8,61.7*
CCOC(=O)C1=C(C)NC(SCC(=O)Nc2nc(C)cs2)=C(C#N)C1c1cccs1 (stereo unspecified),95.4*,11.1*,77.6*,2.2%,7.8,5.4,22.8,85.1,15.4,95.8,86.8*
CCc1nc(NCCN2CCOCC2)c(C#N)c2c1CCCC2,44.9,0.5,-11.0,-1.4%,-25.5,1.5,-22.2,-62.4,2.3,-66.2,16.9
CCOc1ccc(CSC(CC(=O)O)C(=O)O)cc1 (stereo unspecified),-13.1,2.7,-1.7,0.4%,-9.1,5.1,5.8,13.5,8.1,-7.7,-3.3
CCOC(=O)c1ccc(NCC(O)COc2ccccc2)cc1 (stereo unspecified),26.2,2.2,6.4,0.0%,-14.5,5.5,-9.8,-14.3,7.9,7.4,31.1
CCCCCC1CC(CC#CCN2CCOCC2)C(=O)O1 (stereo unspecified),-6.0,2.5,-1.2,-18.4%,-5.4,1.9,-12.4,-6.0,3.8,-22.1,3.6
